BaF3 tox: parental Ba/F3 cell viability inhibition, counter-screen for JAK2V617F inhibitor project, murine pro-B, CellTiter-Glo luminescence. inhibition, % at 5.6 µM. AID 1486, 2009. CellTiter-Glo ATP luminescence. 220,000 tested, 1.1% active;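 active = inhibition above a per-campaign cutoff, the mean inhibition of all tested compounds plus 3 SD, cut at about 27% in these data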;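 also: 0% = DMSO wells and 100% = JAK Inhibitor I control wells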
NPY-Y1 PAM-ag: NPY-Y1 receptor potentiators or agonists, primary screen, cell-based. 220,000 tested, 0.37% active. activation, % at 3.6 µM. Neuropeptide Y receptor type 1 (Homo sapiens), P25929. NPY-Y1 expressing cells, potentiator/agonist activation; in the data active = activation above about 33%, passing the limit was not always enough;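 also: cells stimulated with NPY at EC10 then isoproterenol at EC100; 0% = low agonist plus stimulus and 100% = saturating agonist plus stimulus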
Target sequence (P25929 whole entry, looked up): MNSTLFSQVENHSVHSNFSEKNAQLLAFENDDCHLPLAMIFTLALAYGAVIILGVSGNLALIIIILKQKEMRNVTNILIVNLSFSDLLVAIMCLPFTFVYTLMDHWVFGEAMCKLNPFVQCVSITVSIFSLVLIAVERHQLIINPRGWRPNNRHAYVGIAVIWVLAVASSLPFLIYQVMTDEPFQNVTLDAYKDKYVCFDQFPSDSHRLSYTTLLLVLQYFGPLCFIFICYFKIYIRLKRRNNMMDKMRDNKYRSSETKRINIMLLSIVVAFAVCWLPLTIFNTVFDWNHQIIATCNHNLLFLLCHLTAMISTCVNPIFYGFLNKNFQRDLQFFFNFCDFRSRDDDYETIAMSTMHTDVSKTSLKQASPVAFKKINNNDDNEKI
NPY-Y1 antag: NPY-Y1 receptor antagonists, primary screen, cell-based. AID 1040, 2008. HEK293-CNG Y1 cells, membrane potential fluorescence; NPY at EC95, then isoproterenol. 200,000 tested, 1% active. inhibition, % at 3.6 µM. Neuropeptide Y receptor type 1 (Homo sapiens), P25929;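 active = inhibition above the campaign mean inhibition of all tested compounds plus 3 SD, cut at about 20% in these data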;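 also: 0% = DMSO wells given NPY plus isoproterenol and 100% = isoproterenol alone without NPY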
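Material: HEK293 cells co-expressing NPY Y1 receptor and cyclic-nucleotide gated channel. Timing: compound incubation 1 h at room temperature, readout 45 min post-stimulation. Signal: fluorescence, membrane potential probe.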
S1P4 agonist: S1P4 receptor agonists, primary screen, cell-based | Sphingosine 1-phosphate receptor 4 (Homo sapiens), O95977 | S1P4-expressing cell line, agonist reporter assay | activation, % at 4.98 µM | 220,000 tested, 0.35% active | AID 1509, 2009; in the data active = activation above about 11%;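 also: 0% = DMSO vehicle and 100% = reference agonist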
Target sequence (O95977 whole entry, looked up): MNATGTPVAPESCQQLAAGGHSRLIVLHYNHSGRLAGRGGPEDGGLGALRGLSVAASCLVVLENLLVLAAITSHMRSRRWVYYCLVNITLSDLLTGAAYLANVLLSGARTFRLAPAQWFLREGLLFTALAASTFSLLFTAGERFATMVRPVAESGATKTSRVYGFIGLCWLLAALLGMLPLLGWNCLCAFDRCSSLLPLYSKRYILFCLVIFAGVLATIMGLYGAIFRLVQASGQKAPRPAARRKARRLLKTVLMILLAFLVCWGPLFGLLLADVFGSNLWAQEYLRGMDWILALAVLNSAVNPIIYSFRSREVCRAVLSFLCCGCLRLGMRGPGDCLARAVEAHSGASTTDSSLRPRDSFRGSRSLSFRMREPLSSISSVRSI
S1P4 antag: S1P4 receptor antagonists, primary screen, cell-based; S1P4-expressing cells, antagonist mode, reporter read-out; inhibition, % at 4.98 µM; 220,000 tested, 0.26% active; AID 1510, 2009; in the data active = inhibition above about 29%;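 also: 0% = wells stimulated with agonist and 100% = vehicle wells without agonist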
Ba/F3 V617F tox: reduced viability of JAK2V617F-dependent Ba/F3 cells, primary screen, JAK2V617F inhibitor project, cell-based, Ba/F3 EpoR-JAK2V617F, luminescence; inhibition, % at 5.6 µM; 220,000 tested, 1.1% active; ATP luminescence;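 active = inhibition above the campaign mean plus 3 SD over all tested compounds, cut at about 24% in these data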;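 also: cytokine-independent growth of Ba/F3 cells driven by EpoR plus mutant JAK2; 0% = DMSO-treated cells and 100% = JAK inhibitor I control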
NCF1 inh: p47phox/p22phox peptide binding inhibitors, primary screen, biochemical, uHTS, NADPH oxidase regulatory subunit | Neutrophil cytosol factor 1 (Homo sapiens), P14598 | fluorescence polarization, 2 h | inhibition, % at 24.7 µM | 220,000 tested, 0.53% active | AID 1274, 2008;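 active = inhibition above about 30%, limit read from the data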;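 also: 0% = p47phox with labelled peptide and 100% = labelled peptide alone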
NPY2 pot ag: NPY-Y2 potentiators or agonists, primary screen, cell-based; cells expressing NPY-Y2, potentiator/agonist read-out; activation, % at 3.6 µM; 220,000 tested, 0.45% active; AID 1359, 2008; in the data active = activation above about 27%;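 also: cells stimulated with NPY near EC25 plus isoproterenol at EC100; 0% = vehicle plus submaximal agonist and 100% = vehicle plus saturating agonist; some results beyond the cut were filed as inactive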
CHOP inhibitor: inhibitors of CHOP promoter induction, primary screen, cell-based, unfolded protein response, luciferase reporter. CHO-K1 CHOP-promoter luciferase, tunicamycin-induced, 15-18 h. inhibition, % at 10 µM. 220,000 tested, 3.8% active;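 active = compounds that reduced the stress-induced luciferase reporter signal by more than about 70% of percent inhibition, limit read from the data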;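 also: 0% = tunicamycin plus vehicle and 100% = wells without tunicamycin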
Active calls of the source: *; / = no result given.

1: O=C(NCc1ccco1)c1ccc2c(=O)n(-c3ccccc3)c(=O)n(Cc3cccc(F)c3)c2c1
2: CCOC(=O)C1CCN(c2nc3ccccc3nc2C(C#N)C(=O)OC(C)COC)CC1 (centres undefined)
3: CCOC(=O)C1(CC2CC2)CCN(S(=O)(=O)/C=C/c2ccccc2)CC1
4: Cc1ccc(-n2ncc(C(=O)Nc3cc(Cl)ccc3Cl)c2C2CCNCC2)cc1
5: COc1ccc(S(=O)(=O)N2CCCC(C(=O)Nc3cccnc3)C2)cc1Cl (centres undefined)
6: Cc1cc(N/C=C(\C#N)S(=O)(=O)c2ccccc2Cl)nc(C)n1
entry no.	1	2	3	4	5	6
BaF3 tox	-0.5	1.2	-0.1	11.6	5.0	-2.9
NPY-Y1 PAM-ag	-14.0	5.7	2.4	-5.4	7.7	-4.7
NPY-Y1 antag	-2.3	1.3	-3.7	10.3	-4.8	/
S1P4 agonist	-0.2	-1.0	-0.8	1.5	-1.7	-1.2
S1P4 antag	8.2	-15.9	7.5	-2.2	-4.2	-5.8
Ba/F3 V617F tox	-2.7	0.8	-3.4	3.2	-2.0	-0.8
NCF1 inh	-1.2	-17.7	-0.8	-7.5	-10.5	0.5
NPY2 pot ag	5.2	-2.8	0.1	-2.8	14.9	16.1
CHOP inhibitor	4.3	26.6	26.1	-13.4	23.1	15.0

7: Cc1cccc(NC(=S)NCCc2ccccc2)n1
8: COc1ccc(-n2nnnc2SC(C)C(N)=O)cc1 (centres undefined)
9: CCOC(=O)c1[nH]c2ccc(C)cc2c1N=CN(CC)CC
10: O=S(=O)(Nc1ccc(O)c(Sc2nc3ccccc3s2)c1)c1ccc(F)cc1
11: Cc1cc(Br)ccc1NC(=O)c1cnc(N2CCN(c3ccccn3)CC2)c2ccccc12
12: COc1ccc(/C=C2\SC(=O)N(CCC(=O)Nc3ccccc3)C2=O)cc1OC
entry no.	7	8	9	10	11	12
BaF3 tox	3.3	-0.5	3.5	3.5	4.4	1.6
NPY-Y1 PAM-ag	-20.6	-1.9	-27.3	18.9	-7.0	-6.5
NPY-Y1 antag	12.9	-0.3	17.2	-0.8	6.8	-3.4
S1P4 agonist	-0.3	1.0	1.1	0.0	-0.2	1.7
S1P4 antag	4.6	0.7	5.1	-8.0	1.4	-15.8
Ba/F3 V617F tox	4.7	-0.3	0.6	-0.5	1.7	-4.1
NCF1 inh	-8.0	-4.2	12.1	-27.9	-1.5	10.6
NPY2 pot ag	-21.7	14.3	-7.8	4.7	-10.0	-5.0
CHOP inhibitor	-21.1	0.3	-0.6	17.8	42.3	43.6

13: CC(=O)Nc1cccc(C(=O)OC(C(=O)c2ccc(C)c(C)c2)c2ccccc2)c1 (centres undefined)
14: Cc1cccc2cc(CN(Cc3cccs3)Cc3nnnn3Cc3ccccc3)c(=O)[nH]c12
15: COCCNC(=O)/C(C#N)=C/c1ccc(-c2ccc(S(=O)(=O)N3CCOCC3)cc2)o1
16: c1cnc2ccc(C(c3nnnn3C3CCCCC3)N3CCN4CCCC4C3)cc2c1 (centres undefined)
17: CCC(C)NC(=O)CNC(=S)N(Cc1ccccc1F)C1CCCCC1 (centres undefined)
18: Cc1ccc(N(C(=O)CCC(=O)Nc2nccs2)C(C(=O)NC(C)(C)C)c2ccc(O)cc2)cc1 (centres undefined)
entry no.	13	14	15	16	17	18
BaF3 tox	5.4	2.9	11.3	2.5	0.1	1.7
NPY-Y1 PAM-ag	-4.0	-15.4	-17.4	-4.8	0.5	11.7
NPY-Y1 antag	-6.9	2.7	2.4	6.2	5.2	-3.1
S1P4 agonist	-0.8	2.4	0.8	6.5	1.4	0.8
S1P4 antag	-16.6	0.1	-18.7	6.3	-38.5	-9.7
Ba/F3 V617F tox	-0.4	2.2	2.9	2.5	-5.7	-3.7
NCF1 inh	-23.8	-4.7	-12.6	8.3	-2.8	-41.4
NPY2 pot ag	-0.6	2.5	5.3	-10.8	-1.5	12.7
CHOP inhibitor	37.9	33.7	38.5	-13.6	31.2	0.7

19: O=C(O)c1cc([N+](=O)[O-])ccc1C(=O)Nc1ccccc1
20: CCCCSc1nc2c(c(=O)n1CC)SC(C)C2 (centres undefined)
21: O=C(Cc1c[nH]c2ccccc12)Nc1nnc(C2CC2)s1
22: CCOC(=O)NC1c2ccccc2Oc2ccccc21
23: CCOc1ccccc1N1CCN(C2=C(NS(=O)(=O)c3cccs3)C(=O)c3ccccc3C2=O)CC1
24: CCc1cccc(CC)c1NC(=O)COn1nnc2ccc(C(F)(F)F)cc21
entry no.	19	20	21	22	23	24
BaF3 tox	5.7	9.2	-2.4	0.5	5.2	7.8
NPY-Y1 PAM-ag	10.9	-15.7	-5.0	-30.2	50.3*	-1.2
NPY-Y1 antag	-4.4	3.0	8.6	/	-14.2	3.4
S1P4 agonist	-2.4	0.1	-0.6	0.0	1.2	4.6
S1P4 antag	-14.1	-15.4	-8.4	19.4	-1.2	-18.4
Ba/F3 V617F tox	6.7	2.8	-4.9	-3.3	1.6	1.8
NCF1 inh	-7.2	-10.3	-12.2	1.6	-4.1	-10.8
NPY2 pot ag	4.8	-11.3	-0.9	-27.8	42.8*	5.2
CHOP inhibitor	2.8	97.1*	-7.3	14.3	71.3*	34.7

25: CCNC(=S)NNC(=O)CCn1c2ccccc2c2ccccc21
26: Nc1n[nH]c(-c2ccccc2)n1
27: O=C1C2C3C=CC(O3)C2C(=O)N1CC(O)c1ccccc1 (centres undefined)
28: CC(=O)c1ccc(N2CCN(C(=O)c3cc(-c4ccc5c(c4)OCO5)nc4ccccc34)CC2)cc1
29: CCCCNCC(O)(c1ccc(Cl)cc1)c1ccc(Cl)cc1
30: CC1=C(C#N)C(=O)NC(=O)/C1=C/c1ccc(-c2ccc(S(N)(=O)=O)cc2)o1
entry no.	25	26	27	28	29	30
BaF3 tox	11.9	0.7	1.4	7.2	5.1	7.0
NPY-Y1 PAM-ag	8.2	-12.6	0.0	3.6	-10.6	-3.3
NPY-Y1 antag	-0.5	3.5	-0.3	3.4	25.6*	-0.9
S1P4 agonist	0.6	-3.7	0.1	0.0	2.3	1.8
S1P4 antag	-6.4	10.1	-15.7	-16.3	-12.6	9.6
Ba/F3 V617F tox	4.3	-2.7	-1.8	0.2	1.8	1.5
NCF1 inh	-6.6	-16.9	-15.0	-12.4	1.6	-8.9
NPY2 pot ag	5.8	5.3	-12.6	0.8	-18.2	0.4
CHOP inhibitor	-0.1	-2.4	6.5	29.6	55.6	8.4

31: O=C(N/N=C/c1ccc(F)c(F)c1)c1cc2c(s1)-c1ccccc1CC2
32: O=c1cc(-c2ccccc2)[nH]c2[nH]n(-c3ccccc3)c(=O)c12
33: O=C1Nc2ccccc2OC1CC(=O)N1CCOCC1 (centres undefined)
34: Cc1cccc(NC(NC(=O)c2ccccc2[N+](=O)[O-])C(Cl)(Cl)Cl)c1 (centres undefined)
35: c1cc(Nc2ncnc3sc4c(c23)CCC4)ccn1
36: CCn1c(COc2cccc(C)c2)nnc1SCC(=O)Nc1cccc(C(=O)OC)c1
entry no.	31	32	33	34	35	36
BaF3 tox	4.0	2.2	4.5	0.5	8.2	4.2
NPY-Y1 PAM-ag	-14.3	11.9	14.9	-6.9	-5.5	-9.9
NPY-Y1 antag	2.7	6.9	-3.6	2.5	5.3	5.0
S1P4 agonist	-0.9	0.6	0.2	0.7	2.1	-1.6
S1P4 antag	-32.7	-1.2	2.8	-21.2	-1.7	-21.5
Ba/F3 V617F tox	-1.0	-0.9	-1.8	-1.9	-0.2	0.3
NCF1 inh	-12.0	-13.2	-15.8	-1.5	-11.3	-21.3
NPY2 pot ag	-5.4	12.7	12.3	12.5	-7.4	-13.0
CHOP inhibitor	3.5	15.2	29.6	31.0	6.3	25.3

Records listed so far shown as hits in NPY-Y1 antag.
item	molecule	NPY-Y1 PAM-ag	NPY-Y1 antag	S1P4 agonist	S1P4 antag	NCF1 inh	NPY2 pot ag	CHOP inhibitor
29	CCCCNCC(O)(c1ccc(Cl)cc1)c1ccc(Cl)cc1	-10.6	25.6*	2.3	-12.6	1.6	-18.2	55.6

Next part:
37: COc1ccc(C)cc1NC(=O)N1CCC(CO)(CC2CCCCO2)CC1 (centres undefined)
38: COc1ccccc1/C=C(\NC(=O)c1ccc(OC)c(OC)c1)C(=O)Nc1cc([N+](=O)[O-])ccc1C
39: CCc1ccc(NC(=O)c2ccc3nc(N)sc3c2)cc1
40: CC(C)CCN=CC1=C(O)CC(c2ccccc2)CC1=O (centres undefined)
41: Nc1cnc(Br)cc1Br
42: COC(=O)c1nc(N)sc1C(C)C
entry no.	37	38	39	40	41	42
BaF3 tox	-3.1	8.7	-0.1	0.3	2.5	10.3
NPY-Y1 PAM-ag	0.8	-23.6	-23.5	6.3	1.9	11.8
NPY-Y1 antag	1.4	-2.3	3.3	1.2	0.1	-6.2
S1P4 agonist	0.0	1.3	-5.5	0.9	0.6	-0.6
S1P4 antag	-1.2	-5.1	-17.8	-12.1	-2.0	4.8
Ba/F3 V617F tox	-2.5	0.5	-4.9	-0.5	0.5	-1.1
NCF1 inh	-7.8	-10.5	-6.2	-4.2	-10.2	2.3
NPY2 pot ag	11.6	6.3	2.9	-7.4	1.0	-8.5
CHOP inhibitor	-1.8	-96.1	-33.9	4.3	5.7	-0.9

43: NC1=C(c2ccc([N+](=O)[O-])cc2)C(=O)CO1
44: CC(=O)c1cccc(S(=O)(=O)NCC2CCCCC2)c1
45: Cc1cc2cc(CNC(=O)c3ccc(S(=O)(=O)N4CCOCC4)cc3)ccc2n1C
46: CC(=O)Nc1ccccc1C(=O)C(=O)Nc1cccc(C(=O)NCC2CCCO2)c1 (centres undefined)
47: CN1c2ccccc2C(O)=C(C(=S)Nc2ccccc2)S1(=O)=O
48: O=S(=O)(c1cccc(Cl)c1Cl)N1CCCCC1
entry no.	43	44	45	46	47	48
BaF3 tox	5.2	2.0	1.6	6.5	2.2	5.0
NPY-Y1 PAM-ag	12.8	-2.1	5.0	8.6	-3.0	16.0
NPY-Y1 antag	6.1	-4.5	-0.9	1.9	2.4	-3.1
S1P4 agonist	-0.2	0.0	-0.7	0.0	0.8	-2.0
S1P4 antag	-7.7	-19.4	0.4	-1.7	-4.8	-4.8
Ba/F3 V617F tox	-0.9	-4.0	0.5	0.3	-4.0	2.7
NCF1 inh	-9.3	-13.2	-15.1	-6.3	-15.3	-7.4
NPY2 pot ag	3.8	-4.7	2.2	-8.3	-4.8	-3.7
CHOP inhibitor	18.0	21.2	10.0	27.6	-2.7	5.5

Three entries from above, arranged by their value in NPY2 pot ag, ascending:
cpd	compound	NPY-Y1 PAM-ag	NPY-Y1 antag	S1P4 agonist	S1P4 antag	NCF1 inh	NPY2 pot ag	CHOP inhibitor
3	CCOC(=O)C1(CC2CC2)CCN(S(=O)(=O)/C=C/c2ccccc2)CC1	2.4	-3.7	-0.8	7.5	-0.8	0.1	26.1
32	O=c1cc(-c2ccccc2)[nH]c2[nH]n(-c3ccccc3)c(=O)c12	11.9	6.9	0.6	-1.2	-13.2	12.7	15.2
6	Cc1cc(N/C=C(\C#N)S(=O)(=O)c2ccccc2Cl)nc(C)n1	-4.7	/	-1.2	-5.8	0.5	16.1	15.0
